AmpC no deterg – inhibitors of E. coli AmpC beta-lactamase without detergent; AmpC nitrocefin hydrolysis, absorbance 480 nm, 0.0001% Triton; 0.52% of 330,000 active; Potency, µM (titrated, usually from 57.1 µM), without a hit: at the highest dose activity change, negative = inhibition, usual class: inhibitors; AID 485341;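 also: potency is read from the fitted curve at half-maximal effect; plate controls were no compound for no effect and no enzyme for full effect; nearly all actives have a fitted effect of over 20% in size; some results filed as inactive show a strong effect at the top dose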
Target sequence (P00811 whole entry, looked up): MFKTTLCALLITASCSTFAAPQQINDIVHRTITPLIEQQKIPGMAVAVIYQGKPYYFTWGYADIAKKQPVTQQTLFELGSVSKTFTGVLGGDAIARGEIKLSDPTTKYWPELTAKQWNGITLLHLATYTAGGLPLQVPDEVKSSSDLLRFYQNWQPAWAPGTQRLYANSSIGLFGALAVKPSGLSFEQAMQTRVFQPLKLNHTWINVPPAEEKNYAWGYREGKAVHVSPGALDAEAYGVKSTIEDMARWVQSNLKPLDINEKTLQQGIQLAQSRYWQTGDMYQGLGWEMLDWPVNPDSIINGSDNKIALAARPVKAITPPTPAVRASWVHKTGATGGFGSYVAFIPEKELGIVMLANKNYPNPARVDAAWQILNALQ
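20 mM phosphate pH 7.0 + 0.01% (detergent screen) or 0.0001% Triton X-100; 5.3 nM AmpC reagent; cpd preinc 15 min RT; nitrocefin (800 uM stock) to start; A480 q20 s × 4 min; Activity was normalised to no-enzyme and no-compound control wells.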
Cycloheximide cs – affects cycloheximide protein synthesis inhibition readout, counter-screen; AID 2314; max response, %; cell reporter, cycloheximide protein synthesis inhibition counterscreen; 12% of 300,000 active; in the data active = max response mostly above about 13%, no sharp cut-off; inactive = mostly below about 14%; also: read at 38.3 µM for the half of the compounds with a filed dose; 0% is about no effect
FBPA Giardia inh – blocks Giardia fructose-bisphosphate aldolase activity; Potency, µM (series often up to 59.6 µM), inactives show at the top dose activity, negative = inhibition, actives largely listed as inhibitors; A8B2U2; purified Giardia FBPA; 0.71% of 290,000 active; also: potency is read from the fitted curve at half-maximal effect; % is scaled to controls: 0 for no effect and ±100 for the full control effect; nearly all actives have a fitted effect of over 55% in size
Target sequence (A8B2U2 whole entry, looked up): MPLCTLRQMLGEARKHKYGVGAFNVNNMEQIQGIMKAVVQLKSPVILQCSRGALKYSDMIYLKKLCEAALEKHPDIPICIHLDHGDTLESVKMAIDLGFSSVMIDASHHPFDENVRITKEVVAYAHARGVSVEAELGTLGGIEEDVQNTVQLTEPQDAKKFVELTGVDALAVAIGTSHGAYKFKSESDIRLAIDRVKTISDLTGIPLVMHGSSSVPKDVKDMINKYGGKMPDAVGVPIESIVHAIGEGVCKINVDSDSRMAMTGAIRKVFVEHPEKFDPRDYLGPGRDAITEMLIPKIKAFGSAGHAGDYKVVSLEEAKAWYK
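Giardia FBPA (40 nM reagent) was preincubated 10 min at RT with compound (up to 57.5 uM final), then substrate plus GAPDH/TPI/NAD/arsenate coupling system with diaphorase/resazurin was added; resorufin fluorescence (525/598 nm) was read after 20 min.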
AmpC inh detg – blocks E. coli AmpC beta-lactamase in detergent assay. Potency, µM (series often up to 114 µM), inactives show top-dose activity change, negative = inhibition, usual class: inhibitors. AmpC hydrolysis of nitrocefin, absorbance 480 nm, 0.01% Triton. 0.041% of 370,000 active. AID 485294. P00811;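 also: potency is read from the fitted curve at half-maximal effect; 0% = no-compound wells and -100% = no-enzyme wells; nearly all actives have a fitted effect of over 25% in size; some results filed as inactive show a strong effect at the top dose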
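20 mM phosphate pH 7.0 + 0.01% (detergent screen) or 0.0001% Triton X-100; 5.3 nM AmpC reagent; cpd preinc 15 min RT; nitrocefin (800 uM stock) to start; A480 q20 s × 4 min; Activity was normalised to no-enzyme and no-compound control wells.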
HCMV inh – blocks human cytomegalovirus replication | 4.5% of 410,000 active | activity change, negative = inhibition, % at 57.5 µM | HFF cells, HCMV-luciferase reporter, 72 h; stronger effect = lower value; in the data active = activity change below about -60%; inconclusive = no clear call, values can overlap the other calls; inactive = above about -39%; also: % is scaled to controls: 0 for no effect and ±100 for the full control effect
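Two-dose cell screen: HFF monolayers treated with compounds and infected with luciferase-expressing HCMV at 1 PFU/cell, 72 h at 37C, then lysed for luciferase measurement.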
AMA1 RON2 block – inhibitors of Plasmodium falciparum AMA1-RON2 interaction. AlphaScreen AMA1-biotinylated RON2 peptide binding. 0.2% of 360,000 active. Potency, µM (highest dose often 58.2 µM), without a hit: at the highest dose activity change, negative = inhibition, hits mostly inhibitors;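 also: potency is read from the fitted curve at half-maximal effect; 0% = vehicle wells and -100% = peptide control; nearly all actives have a fitted effect of over 45% in size; some results filed as inactive show a strong effect at the top dose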
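AMA1 (3D7) with his tag at 25 nM final met compounds first, then biotinylated RON2 peptide at 25 nM; detection used donor plus acceptor beads, 10 µg/mL apiece, read by AlphaScreen after 30 min at room temperature.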
Shiga toxin inh – Shiga toxin inhibition | 9.2% of 290,000 active | Vero cells, Shiga toxin protein synthesis inhibition reporter | inhibition, % at 38.7 µM; in the data active = inhibition mostly above about 28%, no sharp cut-off; inactive = mostly below about 43%; also: 0% is about no effect
Starred values were filed as active, the others as inactive; [ ] = dose if it differs, or a comment. Unless noted, calls follow the shape of the dose curve; as a rule, active = well fitted curve in the direction sought with a large enough effect; inconclusive = small, poorly fitted or top-dose-only effect, or another doubt; inactive = no such curve, though single readings can be large; an effect the other way counts as inactive or inconclusive.

Screening COc1ccc(-c2nc(CN3CCC(C(=O)NC4CCCC4)CC3)c(C)o2)cc1OC returned AmpC no deterg -3.7%, Cycloheximide cs -2.7, AmpC inh detg 1.1%, HCMV inh 22.6, AMA1 RON2 block 5.8% and Shiga toxin inh -4.9.
`O=C(OCc1ccccc1)/C(=C/c1ccccc1Cl)NC(=O)c1ccco1` gave AmpC no deterg 304.9%, Cycloheximide cs 9.8, AmpC inh detg 1.7%, HCMV inh -9.1, AMA1 RON2 block -2.5% and Shiga toxin inh -4.5.
Cc1cc(C(=O)NCC2COc3ccccc3O2)c2ccccc2n1 (stereo not drawn) was read as AmpC no deterg 22.0%, Cycloheximide cs -3.9, FBPA Giardia inh 1.3%, AmpC inh detg inconclusive, HCMV inh 11.1, AMA1 RON2 block -1.0% and Shiga toxin inh -6.8.
CN(Cc1nc(-c2cccnc2)no1)S(=O)(=O)c1ccccc1 was read as AmpC no deterg -16.9%, Cycloheximide cs 9.1, FBPA Giardia inh 3.8%, AmpC inh detg -0.7%, HCMV inh 11.7, AMA1 RON2 block -5.3% and Shiga toxin inh 10.6.
`CC(C)C(=O)N1CCN(c2ccc(NC(=O)c3ccc4c(c3)OCCO4)cc2Cl)CC1` gave AmpC no deterg -14.8%, Cycloheximide cs -2.1, FBPA Giardia inh -26.9%, AmpC inh detg 0.3%, HCMV inh -80.3*, AMA1 RON2 block -4.5% and Shiga toxin inh -12.0.
`C=C[C@@H]1c2cc(C)ccc2N(S(=O)(=O)c2ccc(C)cc2)[C@H](c2ccccc2C(F)(F)F)C1(C#N)C#N` gave AmpC no deterg -26.2%, AmpC inh detg -6.5%, HCMV inh -25.3 and AMA1 RON2 block 0.0%.
For COc1ccc(N=Nc2nc(-c3ccccc3)c(-c3ccccc3)[nH]2)cc1 the results were AmpC no deterg -36.8%, Cycloheximide cs -3.3, FBPA Giardia inh 1.8%, AmpC inh detg -10.3%, HCMV inh 33.4, AMA1 RON2 block inconclusive and Shiga toxin inh -2.9.
COCCCN1CC(=O)N2C(c3cccc(OC)c3OC)c3[nH]c4ccccc4c3C[C@H]2C1=O (stereo partly drawn) was read as AmpC no deterg 174.5%[activator], Cycloheximide cs -3.0, FBPA Giardia inh -1.4%, AmpC inh detg 2.0%, HCMV inh 93.9, AMA1 RON2 block -6.2% and Shiga toxin inh -4.0.
CN1C(=O)C(=Cc2sc(=O)n(-c3ccccc3)c2N2CCCCC2)C(=O)N(C)C1=O was read as AmpC no deterg 17.0%, Cycloheximide cs 1.9, FBPA Giardia inh -7.1%, AmpC inh detg 2.2%, HCMV inh -33.1, AMA1 RON2 block -4.1% and Shiga toxin inh -4.2.
COc1cccc(NC(=O)CSc2nccn2-c2cccc(OC)c2)c1 was read as AmpC no deterg -15.9%, Cycloheximide cs -1.9, FBPA Giardia inh 5.8%, AmpC inh detg -12.2%, HCMV inh 38.1, AMA1 RON2 block -15.4% and Shiga toxin inh 25.7.
For CCc1cc2c(COC(=O)c3cc(S(=O)(=O)N4CCOCC4)ccc3F)cc(=O)oc2cc1O the results were AmpC no deterg -22.3%, AmpC inh detg -4.4%, HCMV inh -38.7 and AMA1 RON2 block -5.7%.
CCOC(=O)c1[nH]c2ccc(OC)cc2c1NC(=O)CCN1CCC(C)CC1 was read as AmpC no deterg -6.9%, Cycloheximide cs 6.9, FBPA Giardia inh -12.0%, AmpC inh detg 1.2%, HCMV inh -11.9, AMA1 RON2 block 6.2% and Shiga toxin inh -8.0.
`Cc1ccc(S(=O)(=O)N2CCC(C(=O)OCC(=O)N3CCCC3=O)CC2)cc1C` gave AmpC no deterg 3.0%, AmpC inh detg inconclusive, HCMV inh -0.6 and AMA1 RON2 block 5.4%.
For CC12CCCCN1CCCc1c2[nH]c2ccccc12 (stereo not drawn) the results were AmpC no deterg -20.1%, Cycloheximide cs -3.9, FBPA Giardia inh -22.8%, AmpC inh detg 1.7%, HCMV inh 66.9, AMA1 RON2 block -0.6% and Shiga toxin inh -7.4.
`Cc1nnc(NC(=O)c2ccc(S(=O)(=O)N3CCCCC3)cc2)s1` gave AmpC no deterg -25.5%, HCMV inh -29.4 and AMA1 RON2 block -3.2%.
Screening Cc1nn2cc(-c3ccccc3)nc2s1 returned AmpC no deterg -13.4%, Cycloheximide cs 32.0*, FBPA Giardia inh 2.5%, AmpC inh detg -14.3%, HCMV inh 57.2, AMA1 RON2 block -3.2% and Shiga toxin inh 59.0.
Screening CC12CCC(C(=O)O)(c3nc(C#N)c(C#N)nc31)C2(C)C (stereo not drawn) returned Cycloheximide cs -2.2, FBPA Giardia inh 17.7%, AmpC inh detg 0.7%, HCMV inh 61.5, AMA1 RON2 block -9.6% and Shiga toxin inh -5.5.
COc1cccc(C(=O)Oc2cc(C)[nH]c(=O)c2[N+](=O)[O-])c1OC was read as AmpC no deterg -5.6%, Cycloheximide cs -1.9, FBPA Giardia inh -0.6%, AmpC inh detg inconclusive, HCMV inh -27.1, AMA1 RON2 block -1.8% and Shiga toxin inh -8.3.
For Cc1ccc2c(CC(=O)Nc3nc(C)cs3)coc2c1 the results were AmpC no deterg -31.5%, Cycloheximide cs 20.4*, FBPA Giardia inh -7.9%, AmpC inh detg inconclusive, HCMV inh -7.2, AMA1 RON2 block -4.8% and Shiga toxin inh 46.5.
`O=C(Cn1ccc2ccccc2c1=O)N1CCN(Cc2ccc3c(c2)OCO3)CC1` gave AmpC no deterg 2.0%, Cycloheximide cs -1.9, FBPA Giardia inh -1.0%, AmpC inh detg 3.6%, HCMV inh -8.3, AMA1 RON2 block 2.2% and Shiga toxin inh -12.9.

Random excerpt: 3 records from the list.
Screening CC12CCC(C(=O)O)(c3nc(C#N)c(C#N)nc31)C2(C)C (stereo not drawn) returned Cycloheximide cs -2.2, FBPA Giardia inh 17.7%, AmpC inh detg 0.7%, HCMV inh 61.5, AMA1 RON2 block -9.6% and Shiga toxin inh -5.5.
CCOC(=O)c1[nH]c2ccc(OC)cc2c1NC(=O)CCN1CCC(C)CC1 was read as AmpC no deterg -6.9%, Cycloheximide cs 6.9, FBPA Giardia inh -12.0%, AmpC inh detg 1.2%, HCMV inh -11.9, AMA1 RON2 block 6.2% and Shiga toxin inh -8.0.
For CC12CCCCN1CCCc1c2[nH]c2ccccc12 (stereo not drawn) the results were AmpC no deterg -20.1%, Cycloheximide cs -3.9, FBPA Giardia inh -22.8%, AmpC inh detg 1.7%, HCMV inh 66.9, AMA1 RON2 block -0.6% and Shiga toxin inh -7.4.

More structures.
COc1ccc(-c2cc(C(=O)Nc3cccc(O)c3)no2)cc1 was read as AmpC no deterg -41.0%, Cycloheximide cs -2.5, FBPA Giardia inh 1.0%, AmpC inh detg 1.4%, HCMV inh -10.9, AMA1 RON2 block 3.5% and Shiga toxin inh 24.8.
`COC(=O)c1c(C)nc2c(c(SC)nn2-c2ccccc2)c1N` gave AmpC no deterg -14.0%, Cycloheximide cs 7.9, FBPA Giardia inh inconclusive, AmpC inh detg 12.7%, HCMV inh -19.1, AMA1 RON2 block 1.5% and Shiga toxin inh 5.6.
Screening O=C(NCc1cccnc1)c1ccc(CN2CCc3ccccc3C2)cc1 returned AmpC no deterg -1.6%, Cycloheximide cs 1.9, FBPA Giardia inh -18.9%, AmpC inh detg -3.3%, HCMV inh 12.4, AMA1 RON2 block 6.2% and Shiga toxin inh -4.9.
`COc1ccc(C(=O)OCC(=O)Nc2ccc([N+](=O)[O-])cc2OC)c(O)c1` gave AmpC no deterg -19.9%, Cycloheximide cs 7.5, FBPA Giardia inh 2.2%, AmpC inh detg 3.8%, HCMV inh -5.1, AMA1 RON2 block 12.9% and Shiga toxin inh 18.4.
COc1ccc(C(NC(=O)c2c(F)c(F)c(F)c(F)c2F)c2ccccc2)cc1 (stereo not drawn) was read as AmpC no deterg -44.8%, Cycloheximide cs -4.9, FBPA Giardia inh -2.5%, AmpC inh detg -10.8%, HCMV inh 3.3, AMA1 RON2 block 3.3% and Shiga toxin inh -9.3.
Screening COc1cc(/C=N/n2c(C3CCCCC3)n[nH]c2=S)cc(Br)c1O returned AmpC no deterg -34.0%, Cycloheximide cs -2.3, FBPA Giardia inh -4.5%, AmpC inh detg 7.1%, HCMV inh -23.5, AMA1 RON2 block 88.5%[activator] and Shiga toxin inh -5.2.
Screening O=C(Nc1ccc(F)cc1F)c1ccc(COc2c(F)c(F)cc(F)c2F)o1 returned AmpC no deterg -25.7%, Cycloheximide cs -2.7, FBPA Giardia inh 5.6%, AmpC inh detg -14.0%, HCMV inh 3.9, AMA1 RON2 block 0.0% and Shiga toxin inh -11.1.
For CC1=C(C#N)C(c2cccnc2)C2=C(N1)c1ccccc1C2=O (stereo not drawn) the results were AmpC no deterg -15.6%, Cycloheximide cs 5.1, FBPA Giardia inh -1.3%, AmpC inh detg 2.2%, HCMV inh -28.3, AMA1 RON2 block 1.4% and Shiga toxin inh -17.7.
`COc1ccc(C(=O)Nc2ccc(S(=O)(=O)N3CCCCC3C)cc2)c(OC)c1OC` (stereo not drawn) gave AmpC no deterg 42.3%, Cycloheximide cs 14.2, FBPA Giardia inh -14.6%, AmpC inh detg -0.8%, HCMV inh -28.2, AMA1 RON2 block -10.9% and Shiga toxin inh 24.5.
Screening CC(C)NC(=O)CC(=O)NN=C1CCCCC1 returned AmpC no deterg -15.1%, Cycloheximide cs -6.5, FBPA Giardia inh 12.8%, AmpC inh detg 1.5%, HCMV inh -18.0, AMA1 RON2 block 40.3%[activator] and Shiga toxin inh 12.6.
Screening COc1ccc(OC2C(=O)N(c3cc(C)ccc3C)C2c2ccc(OC)c(OC)c2)cc1 (stereo not drawn) returned AmpC no deterg -7.1%, Cycloheximide cs -3.7, FBPA Giardia inh -7.7%, AmpC inh detg -16.5%, HCMV inh 11.5, AMA1 RON2 block 7.4% and Shiga toxin inh -13.5.
O=C(NCc1ccc(F)cc1)C(c1ccc(Cl)cc1)N(C(=O)c1csnn1)C1CC1 (stereo not drawn) was read as AmpC no deterg 8.6%, Cycloheximide cs -4.8, FBPA Giardia inh 2.5%, AmpC inh detg 1.9%, HCMV inh -14.6, AMA1 RON2 block 15.7% and Shiga toxin inh -4.1.
Screening COc1cc(NC(=O)COC(=O)/C=C/c2ccccc2Cl)cc(OC)c1 returned AmpC no deterg -27.4%, Cycloheximide cs -2.0, FBPA Giardia inh 5.8%, AmpC inh detg 1.4%, HCMV inh -102.7*, AMA1 RON2 block -9.5% and Shiga toxin inh -3.6.
For CCN(CC(=O)Nc1ccc2c(c1)OCCO2)Cc1cc(=O)oc2cc(C)c(C)cc12 the results were AmpC no deterg 65.6%[activator], Cycloheximide cs 11.2*, FBPA Giardia inh -9.3%, AmpC inh detg -2.2%, HCMV inh 22.4, AMA1 RON2 block -0.4% and Shiga toxin inh 30.1.
`Cc1ccc2cccc(S(=O)(=O)n3nc(C)cc3C)c2n1` gave AmpC no deterg -2.0%, Cycloheximide cs -1.2, FBPA Giardia inh inconclusive, AmpC inh detg 5.1%, HCMV inh -11.9, AMA1 RON2 block 0.0% and Shiga toxin inh -9.7.
